Rpn11 block: Rpn11 (PSMD14) deubiquitinase inhibitors, primary screen, biochemical, fluorescence polarization, uHTS. 26S proteasome non-ATPase regulatory subunit 14 (Homo sapiens), O00487. human 26S proteasome, Ub4-pepOG fluorescence polarization; 20S core pre-blocked with epoxomicin. calls only at 20 µM. actives 0.59% (n = 360,000);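 active = inhibition at 20 µM, scaled to each plate's controls, above about 33%, limit read from the data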
Target sequence (O00487 whole entry, looked up): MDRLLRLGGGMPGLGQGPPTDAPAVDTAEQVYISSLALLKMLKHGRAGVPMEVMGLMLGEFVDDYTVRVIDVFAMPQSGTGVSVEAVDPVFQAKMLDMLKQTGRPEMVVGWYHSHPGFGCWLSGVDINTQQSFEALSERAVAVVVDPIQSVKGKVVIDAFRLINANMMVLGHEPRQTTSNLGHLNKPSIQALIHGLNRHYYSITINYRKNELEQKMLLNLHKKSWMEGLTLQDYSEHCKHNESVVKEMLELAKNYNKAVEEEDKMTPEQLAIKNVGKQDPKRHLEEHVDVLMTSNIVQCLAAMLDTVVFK
MsrA act: bovine MsrA enzyme activators, primary screen, biochemical, absorbance, HTS; Methionine sulfoxide reductase A (Bos taurus); activation, % at 10.6 µM; actives 0.3% (n = 360,000); AID 602163, 2012; purified bovine MsrA, absorbance read-out; in the data active = activation above about 7.5%;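 also: 0% = vehicle and 100% = reference activator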
Rin1 Abl inh: inhibitors of Rin1-Abl protein binding, primary screen, biochemical, TR-FRET; Tyrosine-protein kinase ABL1 (Homo sapiens) + Ras and Rab interactor 1 (Homo sapiens), …; inhibition, % at 7.35 µM; actives 0.4% (n = 360,000); AID 588664, 2011; in the data active = inhibition above about 5%, passing the limit was not always enough
eLon inh: inhibitors of E. coli Lon protease, primary screen, biochemical, fluorescence polarization; P0A9M0; actives 0.42% (n = 360,000); inhibition, % at 7.94 µM; purified E. coli Lon protease; in the data active = inhibition above about 13%, passing the limit was not always enough;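 also: 0% = enzyme with probe and DMSO and 100% = no enzyme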
FAS TE block: FAS thioesterase domain inhibitors, primary screen, biochemical, fluorescence intensity, uHTS | Fatty acid synthase (Homo sapiens), P49327 | recombinant FAS-TE, OMFH fluorogenic substrate, fluorescence endpoint | inhibition, % at 15 µM | actives 0.67% (n = 360,000);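 active = compounds whose normalised, plate-corrected inhibition of enzyme fluorescence in the single-dose primary screen is 50% or more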;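 also: 0% = DMSO with enzyme and 100% = substrate without enzyme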
MsrA inhibitor: bovine MsrA enzyme inhibitors, primary screen, biochemical, absorbance, HTS. inhibition, % at 15.5 µM. AID 651718, 2012. actives 0.75% (n = 360,000). purified bovine MsrA, absorbance read-out; in the data active = inhibition above about 4.5%;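 also: 0% = vehicle wells with enzyme and 100% = reference inhibitor wells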
MT1-MMP act inh: blockers of MT1-MMP proenzyme processing, primary screen, HT1080 RFP-PRO-GFP cells, GFP/RFP fluorescence; GFP/RFP ratio change, % at 20 µM; GFP/RFP ratio fluorescence, overnight; percent of plate control window, DMSO zero; actives 0.061% (n = 360,000); AID 651647, 2012;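 active = GFP/RFP ratio change of at least 30% with cell ATP level not reduced by more than half and red fluorescence within 50% of control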; also: strong numbers were not always called active
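Material: RFP-PRO-GFP reporter HT1080 cells. Dosing: single-point 20 µM compound, 1% DMSO. Controls: DMSO and RFP-L50D-GFP cell wells. Timing: cells overnight before dosing, compound overnight, 37 °C, 5% CO2. Measure: GFP/RFP fluorescence ratio.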
CSN inh: inhibitors of CSN-mediated cullin deneddylation, primary screen, biochemical, fluorescence polarization, uHTS. COP9 signalosome complex subunit 5 (Homo sapiens), Q92905. Purified CSN, SCF-Nedd8-OG deneddylation. inhibition, % at 12.5 µM. actives 0.38% (n = 360,000). AID 651999, 2013;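 active = pattern-corrected inhibition above about 35%, with an unprinted fluorescence ratio check between 0.5 and 1.5, limit read from the data, passing the limit was not always enough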;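 also: 0% = enzyme with substrate and 100% = substrate without enzyme; some results filed as inactive read as strong as hits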
Target sequence (Q92905 whole entry, looked up, one chain of several): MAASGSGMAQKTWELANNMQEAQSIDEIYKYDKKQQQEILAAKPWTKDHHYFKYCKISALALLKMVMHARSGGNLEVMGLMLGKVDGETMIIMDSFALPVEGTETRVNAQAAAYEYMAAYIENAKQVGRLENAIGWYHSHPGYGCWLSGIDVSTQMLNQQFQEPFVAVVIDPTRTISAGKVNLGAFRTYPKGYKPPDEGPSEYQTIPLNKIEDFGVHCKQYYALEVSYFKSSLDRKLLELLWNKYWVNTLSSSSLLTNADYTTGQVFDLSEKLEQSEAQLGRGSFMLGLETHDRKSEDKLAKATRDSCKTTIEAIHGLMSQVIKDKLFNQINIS
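Assay system: Purified human Csn5 enzyme expressed in HEK293T cells | Amount: Enzyme 0.24 nM | Measured by: Fluorescence polarization readout | Medium: Tris/NaCl/DTT buffer, pH 7.5 | Compound dosing: One concentration, 12.5 µM, 0.25% DMSO | Times: 90 min incubation of compound, enzyme and substrate at room temperature | Control set: no-enzyme wells high, enzyme-with-substrate wells low | Read-out: % inhibition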
MLLE-PAM2 inh: inhibitors of PABP1 MLLE–PAM2 peptide binding, primary screen, biochemical, fluorescence polarization, FITC-PAM2, GST-MLLE | Polyadenylate-binding protein 1 (Homo sapiens), P11940 | inhibition, % at 20 µM | AID 588489, 2011 | actives 0.36% (n = 360,000); in the data active = inhibition above about 35%, passing the limit was not always enough;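 also: plate controls were DMSO wells with GST-MLLE for no effect and wells lacking GST-MLLE protein for full effect; some results filed as inactive read as strong as hits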
The depositor's hits bear a star; i = inactive; · = not tested or not shown; + = active, no number. The order is random; 3.7% or so of the library scored in one or more.

SMILES | Rpn11 block | MsrA act | Rin1 Abl inh | eLon inh | FAS TE block | MsrA inhibitor | MT1-MMP act inh | CSN inh | MLLE-PAM2 inh
O=C(Nc1ccc(NC(=O)c2ccc(Cl)cc2Cl)cc1)c1ccc2c(c1)OCO2 | i | -3 | -1 | -1 | -1 | -1.6 | 2 | -2 | -6
N#CCC(=O)N/N=C1\CCCCC1C1CCCCC1 (stereo not given) | i | -2 | 0 | 6 | -5 | 1.2 | -5 | -3 | 11
CC(=O)N1c2ccc(S(=O)(=O)N3CCC(C(=O)Nc4cc(C)ccn4)CC3)cc2CC1C (stereo not given) | i | 0 | 1 | 9 | -8 | -1.1 | 2 | 2 | -12
CCOC(=O)c1[nH]cnc1N=Nc1c(O)ccc2ccccc12 | i | -2 | -3 | 44* | -3 | 0.1 | 59 | -16 | 51*
O=[N+]([O-])c1ccccc1/C=C/CN1CCCC(CO)C1 (stereo not given) | i | -2 | -2 | 6 | -4 | 1.3 | -3 | 0 | -10
CC(C)NC(=O)NC(=O)COC(=O)/C=C/c1ccccc1[N+](=O)[O-] | i | -2 | 0 | -4 | -3 | 0.6 | -2 | 1 | 8
CCn1c(/C=C\c2ccccc2C)nc2ccccc2c1=O | i | -3 | 0 | 2 | 4 | 0.5 | -3 | -2 | 2
Cc1ccc(-c2ccc(=O)n(Cc3ccc(F)cc3Cl)n2)cc1 | i | -1 | 1 | -3 | 32 | -0.3 | 5 | -2 | -6
COc1ccc(COC(=O)c2cc(S(=O)(=O)N3CCCCC3)ccc2N2CCOCC2)cc1 | i | -3 | 2 | 12 | 26 | -0.2 | -10 | 5 | 6
Cc1ccc(-n2cc(CN3CCNC(=O)CC3)c(-c3ccc(F)cc3)n2)cc1 | i | -3 | -4 | -6 | 6 | -1.5 | -8 | -1 | -4
CC1CN(C(=S)Nc2ccccc2)N(c2ccccc2)C1 (stereo not given) | i | -5 | 3 | -1 | 2 | -0.3 | 0 | -2 | -8
Cc1nn(-c2ccccc2)c(C)c1NC(=O)COc1ccc(F)cc1Cl | i | -2 | -2 | -1 | -10 | 0.1 | 1 | -10 | -10
O=C(O)c1ccc(S(=O)(=O)c2ccc3c(c2)C(=O)N(NC(=O)c2cccnc2)C3=O)cc1 | i | 4 | -2 | 7 | -7 | 0.3 | 0 | 1 | 9
CCCCSCCCNC(=O)c1ccc2c(c1)N(CC)C(=O)c1ccccc1S2=O (stereo not given) | i | -2 | 0 | 2 | 4 | -1.5 | -3 | -1 | 16
CC1(C(=O)Nc2cnc3ccccc3c2)CCN1C(=O)CCc1ccccc1 (stereo not given) | i | -4 | -1 | -4 | 0 | 1.9 | 4 | 1 | 5
CC(C)CCN1CCN(Cc2ccoc2)CC1CCO (stereo not given) | i | -2 | -1 | 2 | -4 | 1.0 | 1 | 0 | 5
CCN(CC(=O)NCc1ccc(Cl)cc1)C(=O)CSCC(=O)Nc1ccc(C)cc1 | i | -3 | 3 | 4 | 1 | 0.5 | -2 | 0 | -1
CC1(C(=O)OCC(=O)NC(=O)NCc2ccccc2)CC1(Cl)Cl (stereo not given) | i | 1 | 3 | -3 | 4 | 0.4 | 2 | 7 | -6
O=C(CSC1=NNC(c2ccccn2)S1)Nc1ccc(C(F)(F)F)cc1 (stereo not given) | i | 0 | 1 | 4 | 2 | 0.1 | 5 | -1 | 15
O=C(CSc1ncccn1)NC(=O)NCc1ccco1 | i | -2 | 0 | 7 | 0 | -0.1 | 0 | 0 | -109
COc1ccccc1C(=O)Nc1nc2ccccc2s1 | i | -2 | 1 | -7 | 5 | 1.0 | -1 | 2 | 4
CN(C)C(=O)N1CCCC(C(=O)NCc2cccs2)C1 (stereo not given) | i | -1 | 1 | 3 | -9 | -0.4 | 4 | -2 | 2
C=CCn1c(-c2ccccc2OCC)n[nH]c1=S | i | -1 | -3 | 4 | -6 | -0.1 | 2 | -7 | -16
COc1ccc(-c2nn(-c3ccccc3)cc2/C=C\C(=O)Nc2ccc(C(=O)O)cc2)cc1 | i | -9 | 0 | 0 | 18 | 3.0 | 6 | -4 | -7
O=C(COc1ncnc2ccccc12)NC(=O)NCc1ccccc1 | i | -4 | -5 | -4 | -4 | -0.2 | 6 | 1 | -13
O=S(=O)(NCC(c1ccco1)N1CCc2ccccc2C1)c1ccc(Br)cc1 (stereo not given) | i | -2 | 4 | -3 | 25 | -1.5 | -5 | -1 | -2
COc1cc(C(=O)NCC(c2ccco2)N(C)C)cc(OC)c1OC (stereo not given) | i | 0 | 1 | -1 | -12 | -0.5 | -1 | 1 | 1
CC1=CC(C)(C)Nc2cc(C)c(C)cc21 | i | 1 | -3 | 9 | -4 | 0.5 | -8 | -8 | 35
Cc1ccc(Oc2ccc(Cl)cc2N)cc1 | i | -2 | 4 | 3 | 13 | -0.2 | -8 | 3 | 10
COc1ccccc1Cc1c(-c2ccc(C)cc2)nc2ccc(Br)cn12 | + | -2 | -1 | -7 | 0 | 0.1 | -5 | 100* | -12
Cc1ccc(NC(=O)NCCCc2ccccc2)cc1 | i | -1 | -1 | -1 | 1 | 0.2 | 8 | 1 | -1
CCNC(=O)NNC(=O)C1CC(c2cccs2)=NO1 (stereo not given) | i | -2 | -4 | 12 | -1 | 0.9 | -4 | -4 | -5
CC(Sc1nc2ccccc2c(=O)n1CCc1ccc(S(N)(=O)=O)cc1)C(=O)NC(N)=O (stereo not given) | i | -2 | 3 | -10 | -3 | -0.2 | 1 | 0 | 1
COc1ccc(C)cc1NC(=O)c1cnc2n(c1=O)CCS2 | i | -10 | 0 | -5 | -1 | 2.7 | 3 | 1 | 11
COc1ccc(OCC(=O)N/N=C/C(C)=C/c2ccco2)c(Br)c1 | i | -1 | 2 | -7 | 2 | 0.7 | -5 | 10 | -20
CCc1cc(=O)oc2cc(C)cc(OCC(=O)NC(Cc3ccc(Cl)cc3)C(=O)O)c12 (stereo not given) | i | -1 | 1 | -9 | 23 | 0.3 | 4 | 3 | 9
CCOC(=O)c1oc2cc(C)cc(C)c2c1C | i | -4 | 0 | -4 | 14 | -2.0 | -1 | -5 | 2
CCCCNC(=O)CSc1nnc(-c2ccco2)n1C | i | -8 | 2 | 1 | -20 | 1.6 | 3 | -1 | 9
COc1ccc(OC)c(CNS(=O)(=O)c2cc(-c3cc(C)no3)ccc2OC)c1 | i | -1 | -2 | 1 | -2 | -0.7 | 3 | -3 | 6
CCn1c(C)cc2c(c1=O)C(c1ccccc1)C(C(=O)OC)=C(N)O2 (stereo not given) | i | -5 | -2 | 0 | -4 | 0.4 | -7 | 4 | 0
Cc1ccc(S(=O)(=O)N2CCOCC2)cc1C(=O)NCCN1C(=O)S/C(=C\c2ccccc2Cl)C1=O | i | -3 | -5 | 5 | 56* | 1.6 | -1 | 0 | 11
CCC(=O)Nc1cccc(NC(=O)c2ccc(Br)cc2)c1 | i | -6 | 0 | 1 | -5 | 0.6 | 4 | 3 | -14
CC1=C(C(=O)Nc2ccccn2)C(c2ccc(F)cc2)n2ncnc2N1 (stereo not given) | i | -13 | 1 | -3 | -10 | -0.2 | · | 2 | 14
CC(=O)c1ccc(OCC(=O)Nc2cccc(S(=O)(=O)N3CCCC3)c2)cc1 | i | 0 | -5 | -5 | 4 | -1.0 | 28 | -1 | -28
O=C(c1ccc(Cn2cc(Br)cn2)o1)N1N=C(C(F)F)CC1(O)C(F)F (stereo not given) | i | -3 | -3 | -8 | -5 | · | 5 | -6 | 3
O=C(N/N=C/c1ccc2c(c1)OCO2)c1cccc2ccccc12 | i | -2 | -1 | 2 | 7 | 3.2 | -7 | -4 | 6
O=C(Cn1c(=O)oc2ccccc21)Nc1ccccc1C(F)(F)F | i | 0 | 0 | -5 | -5 | -0.1 | 0 | 0 | -5
Cc1ccc(Cl)cc1N1CCN(C(=O)C(=O)N2CCCCC2)CC1 | i | -7 | 5 | -6 | -7 | -0.4 | 0 | 3 | 4
CC1(C)SC(=S)N(NC(=O)Nc2ccccc2)C1N(O)C(=O)Nc1ccccc1 (stereo not given) | i | -1 | 2 | -10 | -132 | -0.9 | 2 | 3 | -46
CC(=O)c1cccc(NC(=O)/C(=C\c2ccco2)NC(=O)c2ccco2)c1 | i | -5 | -5 | -6 | -3 | 2.4 | 2 | 3 | -15
Cc1cc(=O)c2ccc3ccccc3c2[nH]1 | i | 0 | 0 | 5 | -8 | 0.9 | -4 | 10 | 4
Cc1cccn2c(=O)c3cc(C(=O)NC4CCCC4)c(=N)n(CC4CCCO4)c3nc12 (stereo not given) | i | -2 | -6 | 1 | -2 | 1.2 | 2 | 1 | -7
Cc1ccc(SCC(=O)c2c(C)nc3cc(C)ccn23)cc1 | i | -8 | 2 | 0 | -2 | -0.1 | 4 | -5 | 6
O=S(=O)(Cc1ncc(C(F)(F)F)cc1Cl)c1ccccc1 | i | -1 | 3 | 8 | -4 | -0.8 | -3 | -1 | 1
CCc1ccc(OCCNC(=O)c2ccc(S(=O)(=O)N(C)C)cc2)cc1 | i | -2 | -2 | -6 | -6 | -1.2 | 4 | -8 | 9
CC(=O)N1CCC(C(=O)NC2CCCc3c2cnn3-c2cc(F)cc(F)c2)CC1 (stereo not given) | i | -8 | -2 | 4 | -6 | 1.0 | 2 | 0 | 15
CC(C)Oc1cc(NC(=O)CS(=O)CC(=O)N(C)C)c(Cl)cc1Cl (stereo not given) | i | -3 | -1 | 14 | -2 | -0.5 | 1 | -6 | -2

Shown as tab-separated lines: five of the compounds above
mol	Rpn11 block	MsrA act	Rin1 Abl inh	eLon inh	FAS TE block	MsrA inhibitor	MT1-MMP act inh	CSN inh	MLLE-PAM2 inh
CC(C)Oc1cc(NC(=O)CS(=O)CC(=O)N(C)C)c(Cl)cc1Cl (stereo not given)	i	-3	-1	14	-2	-0.5	1	-6	-2
CCc1ccc(OCCNC(=O)c2ccc(S(=O)(=O)N(C)C)cc2)cc1	i	-2	-2	-6	-6	-1.2	4	-8	9
Cc1cc(=O)c2ccc3ccccc3c2[nH]1	i	0	0	5	-8	0.9	-4	10	4
CC(=O)N1CCC(C(=O)NC2CCCc3c2cnn3-c2cc(F)cc(F)c2)CC1 (stereo not given)	i	-8	-2	4	-6	1.0	2	0	15
Cc1cccn2c(=O)c3cc(C(=O)NC4CCCC4)c(=N)n(CC4CCCO4)c3nc12 (stereo not given)	i	-2	-6	1	-2	1.2	2	1	-7

Bioassay records (PubChem)
